TDP1 cell CPT: DT40-hTDP1 cell growth loss with CPT | Potency, µM (highest dose often 46.2 µM), for inactives: at the highest dose activity change, negative = growth inhibition, most hits filed as inhibitors | actives 12% (n = 420,000) | chicken DT40 Tdp1-/-;hTDP1 cells + 20 nM CPT, ATP luminescence, 48 h; also: nearly all actives have a fitted effect of over 55% in size
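Cell growth measured by CellTiter-Glo luminescence after a minimum 48 h, 37 C compound exposure with 20 nM CPT in Tdp1-knockout DT40 cells stably expressing hTDP1, seeded 400/well; qHTS titration format.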
KAT2A inh: blocks human GCN5L2 histone acetyltransferase. Q92830. actives 0.21% (n = 390,000). GCN5L2 HAT assay, ThioGlo1 CoA-SH fluorescence. Potency, µM (top dose mostly 58.9 µM), without a hit: top-dose activity change, negative = inhibition, most hits filed as inhibitors
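qHTS, 1536-well. 20nM enzyme, pH 7.5 HEPES/EDTA/Tween-20 buffer; 15 min compound preinc., RT. Start: 75uM H3(1-25), 70uM AcCoA, 50uM ThioGlo1. Read Ex340/Em540 at t=0 (autofluorescence flag) and t=20 min.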
FEN1 inh: human FEN1 inhibition; P39748; Recombinant FEN1 flap cleavage, fluorescence, 15 min; Potency, µM (top dose mostly 114 µM), without a hit: at the top dose activity change, negative = inhibition, actives largely listed as inhibitors; actives 0.35% (n = 390,000); AID 588795; also: nearly all actives have a fitted effect of over 65% in size
Target sequence (P39748 whole entry, looked up): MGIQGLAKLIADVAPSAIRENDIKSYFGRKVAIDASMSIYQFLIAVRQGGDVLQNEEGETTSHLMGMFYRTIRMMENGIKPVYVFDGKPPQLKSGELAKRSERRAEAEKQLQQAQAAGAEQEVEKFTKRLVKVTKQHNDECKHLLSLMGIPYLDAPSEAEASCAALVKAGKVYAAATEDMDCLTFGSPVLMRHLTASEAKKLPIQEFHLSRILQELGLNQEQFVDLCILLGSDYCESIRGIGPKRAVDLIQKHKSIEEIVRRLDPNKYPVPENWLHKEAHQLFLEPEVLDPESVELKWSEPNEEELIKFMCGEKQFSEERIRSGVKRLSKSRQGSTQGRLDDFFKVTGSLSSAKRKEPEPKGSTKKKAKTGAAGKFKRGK
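Compounds are tested as a concentration series against 10 nM FEN1; after a 15 min room-temperature preincubation, 50 nM substrate starts cleavage, with plate reads at 0 and 15 min. Normalized responses are fitted by a Hill equation.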
* hit, by the source's call; ? = inconclusive; · = not tested or not shown; & = joins results of further samples; [ ] = another dose, or the depositor's remark. Calls follow the shape of the dose curve; as a rule, active = well fitted curve in the direction sought with a large enough effect; inconclusive = small, poorly fitted or top-dose-only effect, or another doubt; inactive = no such curve, though single readings can be large; an effect the other way counts as inactive or inconclusive. % is scaled to controls: 0 for no effect and ±100 for the full control effect; potency is read from the fitted curve at half-maximal effect.

SMILES	TDP1 cell CPT	KAT2A inh	FEN1 inh
O=C(OCc1nc2ccccc2s1)C1CCN(S(=O)(=O)c2cccs2)CC1	-25%	-11%	-2%
Cn1c(N)c(S(=O)(=O)N2CCN(Cc3ccccc3)CC2)c(=O)n(C)c1=O	28%	-2%	-16%
O=C(O)c1ncc(Cl)c(Cl)c1Cl	2%&-16%	-13%&-3%	-2%&22%
Nc1nc2ccc(S(=O)(=O)c3ccc4nc(N)sc4c3)cc2s1	-19%	0%	-4%
CCC1CCCCN1c1nc2c(C=O)c(C)nn2c2ccccc12 (stereo unspecified)	21µM*	-10%	-1%
Cc1cc(C)c(NC(=O)CSc2nc(=O)n(CCN3CCOCC3)c3c2CCCC3)c(C)c1	-30%	-14%	14%
CC1CCCCC1NC(=O)/C(C#N)=C/c1ccc(F)c(F)c1 (stereo unspecified)	-10%	2%	56%[activator]
CNC(=S)N1CCN(C(=O)c2ccco2)CC1	0%	7%	8%
CN1C(C(=O)Nc2ccc(C(=O)O)cc2)=C(O)c2ccccc2S1(=O)=O	-6%	-4%	-1%
O=C(C[n+]1ccnc2ccccc21)c1ccc(Br)cc1	?	·	0%
COC1OC(O)C(NC(=O)C(F)(F)F)CC1O (stereo unspecified)	-10%	·	3%
COc1ccc2cc(C)c3nnc(SCC(=O)Nc4nc(-c5ccccc5)cs4)n3c2c1	?	6%	-5%
COCCN(C(=O)COC(=O)c1cc2c(s1)CCC2)c1c(N)n(Cc2ccccc2)c(=O)[nH]c1=O	-3%	?	40µM*
CCOC(=O)c1nn(-c2ccccc2)c(=O)cc1OCC(=O)Nc1cccc(OC)c1	-15%	4%	8%
CN(C)Cc1c(C(=O)N/N=C/c2cccs2)nnn1-c1nonc1N	2%	-9%	1%
Cc1onc(-c2ccccc2Cl)c1C(=O)NCCn1ccc2ccccc21	-18%	1%	-5%
CCOc1cc(C2C(C(=O)OC(C)C)=C(C)NC3=C2C(=O)CCC3)cc([N+](=O)[O-])c1O (stereo unspecified)	-10%	-11%	3%
COCCNC(=O)CCC1CCN(C/C=C/c2ccccc2OC)CC1	-8%	?	-4%
CC(C)CNC(=O)C(=O)NCCCN1CCOCC1	?	-10%	-2%
Cc1ccc2nc(SCC(=O)NCc3ccc(S(N)(=O)=O)cc3)[nH]c2c1	-1%	-5%	-8%
Cc1ccc(S(=O)(=O)N2CCCN(S(=O)(=O)c3ccc(C)cc3)CC2)cc1	?	-20%	-10%
COc1ccc(OCC(=O)Nc2cc(-c3nn(C)c(=O)c4ccccc34)ccc2OC)cc1	16µM*	-16%	-8%
O=C(NCc1cccnc1)c1ccc(S(=O)(=O)Nc2ccccc2)cc1	-17%	-4%	6%
COc1cccc(C(=O)N2CCCC(Nc3ccc(C)c(C)c3)C2)c1 (stereo unspecified)	-39%	-2%	-10%
O=C1OC(Oc2ccc(Br)cc2)(c2ccccc2)c2ccccc21 (stereo unspecified)	-1%	·	-18%
SMILES	TDP1 cell CPT	KAT2A inh	FEN1 inh
O=C(c1ccc(S(=O)(=O)c2ccc(F)cc2)c([N+](=O)[O-])c1)N1CCCCCC1	3.3µM*	0%	-2%
COc1ccc(CC2(CO)CCN(CC3=CC[C@H]4C[C@@H]3C4(C)C)CC2)cc1	-4%	4%	-4%
COc1cnn(-c2ccccc2)c(=O)c1SCc1ccc(Cl)c(Cl)c1	-20%	-17%	-15%
COC(=O)Cc1coc2cc(OC)ccc12	-28%	?	-8%
COc1ccc(Cl)cc1NC(=O)CN(C)C(=O)/C=C/c1ccco1	-25%	-3%	13%
C/C(=N/NC(=O)c1nnn(-c2nonc2N)c1-c1ccccc1)c1ccc2c(c1)OCO2	4%	-1%	-1%
CCN(CC)CCOC(=O)c1c(C)n(C)c2ccc(OC)cc12	-8%	3%	13%
COc1ccc(CN(C)Cc2c(O)ccc3ccccc23)cc1	?	-3%	-13%
CCOC(=O)C(=CNc1cc(C(F)(F)F)ccc1N1CCOCC1)C(=O)OCC	?	-2%	9%
Cc1csc(NC(=O)C2CCCO2)n1 (stereo unspecified)	-28%	-6%	-12%
Cc1cc(C(=O)COc2ccc(Cl)cc2Br)c(C)n1C	-2%	-18%	-15%
CC1CCN(CCCNC(=O)c2cc3sccc3n2C)CC1	-14%	-2%	-1%
C=CCNc1nc(N2CCCCC2)c(C#N)c2c1CN(Cc1ccccc1)CC2	23µM*	-10%	-17%
COc1ccc(OC)c(CCNC(=O)CC2(CC3=NS(=O)(=O)c4ccccc4N3)CCCC2)c1	12µM*	-2%	7%
CCC1=C(c2ccc(C)cc2)S(=O)(=O)N=C1N1CCC(C(=O)NCc2ccc(N(C)C)cc2)CC1	18µM*	-5%	14%
O=S(=O)(NCc1ccccc1)c1ccccc1NCc1ccc(Cl)cc1	?	-9%	-30%
Cc1cccc(-c2noc(CN(C(C)C)S(=O)(=O)c3ccc(F)cc3)n2)c1	?	-5%	-13%
O=C(CCCCC(=O)NNC(=O)COc1ccccc1)NNC(=O)COc1ccccc1	-9%	1%	-8%
CCCCN(C)CCNC(=O)CCn1nc(-c2ccc(C)cc2)ccc1=O	21µM*	0%	5%
COc1ccc(OC)c(NC(=O)c2nnn(CC(=O)Nc3ccc4c(c3)OCO4)c2N)c1	?	-16%	-13%
Cc1ccc(C)c(OCCC(=O)OCC(=O)NC2CCCC2)c1	2%	2%	7%
CCOc1ccc(CNC(=O)c2ccc3c(c2)N(Cc2ccccc2)CCS3)cc1	?	-19%	-12%
COc1cccc(Cn2nnc(C(=O)NCc3ccc4c(c3)OCO4)c2N)c1	3%	-5%	-6%
COC(=O)c1ccc(Nc2cc(C)nc3nc(C)nn23)cc1	1%	3%	-13%
O=C(Nc1ccc(NC(=O)C2CC2)nc1)c1ccncc1	-12%	-11%	1%

18 entries from above, ordered by SMILES length, smallest number first.
SMILES	TDP1 cell CPT	KAT2A inh	FEN1 inh
Cc1csc(NC(=O)C2CCCO2)n1 (stereo unspecified)	-28%	-6%	-12%
COC(=O)Cc1coc2cc(OC)ccc12	-28%	?	-8%
CC1CCN(CCCNC(=O)c2cc3sccc3n2C)CC1	-14%	-2%	-1%
Cc1cc(C(=O)COc2ccc(Cl)cc2Br)c(C)n1C	-2%	-18%	-15%
COC(=O)c1ccc(Nc2cc(C)nc3nc(C)nn23)cc1	1%	3%	-13%
CCN(CC)CCOC(=O)c1c(C)n(C)c2ccc(OC)cc12	-8%	3%	13%
O=S(=O)(NCc1ccccc1)c1ccccc1NCc1ccc(Cl)cc1	?	-9%	-30%
CCCCN(C)CCNC(=O)CCn1nc(-c2ccc(C)cc2)ccc1=O	21µM*	0%	5%
COc1cnn(-c2ccccc2)c(=O)c1SCc1ccc(Cl)c(Cl)c1	-20%	-17%	-15%
C=CCNc1nc(N2CCCCC2)c(C#N)c2c1CN(Cc1ccccc1)CC2	23µM*	-10%	-17%
CCOc1ccc(CNC(=O)c2ccc3c(c2)N(Cc2ccccc2)CCS3)cc1	?	-19%	-12%
CCOC(=O)C(=CNc1cc(C(F)(F)F)ccc1N1CCOCC1)C(=O)OCC	?	-2%	9%
Cc1cccc(-c2noc(CN(C(C)C)S(=O)(=O)c3ccc(F)cc3)n2)c1	?	-5%	-13%
COc1ccc(CC2(CO)CCN(CC3=CC[C@H]4C[C@@H]3C4(C)C)CC2)cc1	-4%	4%	-4%
COc1ccc(OC)c(NC(=O)c2nnn(CC(=O)Nc3ccc4c(c3)OCO4)c2N)c1	?	-16%	-13%
C/C(=N/NC(=O)c1nnn(-c2nonc2N)c1-c1ccccc1)c1ccc2c(c1)OCO2	4%	-1%	-1%
O=C(c1ccc(S(=O)(=O)c2ccc(F)cc2)c([N+](=O)[O-])c1)N1CCCCCC1	3.3µM*	0%	-2%
CCC1=C(c2ccc(C)cc2)S(=O)(=O)N=C1N1CCC(C(=O)NCc2ccc(N(C)C)cc2)CC1	18µM*	-5%	14%

Further records:
SMILES	TDP1 cell CPT	KAT2A inh	FEN1 inh
CC(C)CC(C(=O)O)N1C(=O)[C@@H]2[C@H](C1=O)[C@@H]1C[C@H]2C(Br)C1Br (stereo partly specified)	-5%	-1%	2%
CCC(C)(C)NC(=O)/C=C/c1cnc2ccccc2n1	-2%	-6%	-1%
CSc1cccc(NC(=O)C(C)NS(=O)(=O)c2ccc(F)cc2)c1 (stereo unspecified)	-9%	-6%	-15%
Clc1ccc(-c2nn3cnnc3s2)c(Cl)c1	4%	-1%	10%
CCCc1c(C)nc2ccc(OC)cc2c1SCCC(=O)O	?	-2%	-9%
O=C(CSc1nnc(-c2cccnc2)n1Cc1ccco1)c1ccc2ccccc2c1	?	-9%	-2%
c1cncc(CNc2ncnc3sc4c(c23)CCC4)c1	?	-6%	-11%
O=C(NCCCc1cnc[nH]1)NCCCN(Cc1ccc(Cl)cc1)c1ccc(Br)cn1	2.2µM*	·	-5%
CCOc1ccc(CN2CCN(Cc3cnc(N4CCOCC4)s3)CC2CCO)cc1 (stereo unspecified)	6%	3%	-11%
CC(=O)N1CCN(Cc2nc3cc(NC(=O)c4cccs4)ccc3n2C)CC1	6%	-29%	-3%
Cc1ccc(Cc2nc3ccccc3nc2SCC(=O)N2CCCCC2)cc1	?	-19%	-19%
CN(c1ccccc1)S(=O)(=O)c1nnc(NC(=O)c2ccccc2)s1	?	0%	-9%
c1ccc(CSc2nnc(Cc3ccccc3)o2)cc1	?	-6%	-6%
O=C(N/N=C/c1ccccn1)c1c[nH]c2ccccc12	-6%	-7%	-2%
FC(F)(F)c1ccc(-n2cnc3ccccc32)nc1	-20%	-1%	3%
CCc1nc(SCc2ccc([N+](=O)[O-])cc2)n[nH]1	-1%	-6%	-1%
CCc1noc(C)c1C(=O)NNC(=O)COc1ccc(Br)cc1	11%	-11%	-3%
O=c1cnc2cnc(Oc3ccccc3)nc2n1CCc1ccccc1	15%	-13%	·
Cn1nc(-c2ccc(C(=O)NC3CCCCC3)cc2)c2ccccc2c1=O	-11%	0%	0%
COc1ccccc1/C=N/NC(=O)CC(=O)NC1CCCCC1	2%	-12%	1%
Brc1ccc(Oc2ncc(CN3CCN(c4ccccc4)CC3)s2)cc1	-26%	-4%	-18%
Cc1cccc(NC(=O)C2CCCN(c3nc4ccccc4s3)C2)c1C (stereo unspecified)	?	1%	-6%
COc1ccc(-c2cn3nc(N4CCCC(C(=O)NCc5ccccc5OC)C4)sc3n2)cc1 (stereo unspecified)	18µM*	-2%	11%
Cc1ccccc1OCC(=O)NCC(c1cccs1)N1CCOCC1 (stereo unspecified)	?	-3%	0%
Cc1ccc(S(=O)(=O)N2CCN(CC(=O)N3CCOCC3)CC2)cc1	-26%	1%	0%
SMILES	TDP1 cell CPT	KAT2A inh	FEN1 inh
CC(C)(C)OC(=O)NCCCCCc1cn(CC(=O)NCCCCCCCCCCC(=O)N2CCN(C(=O)OC(C)(C)C)CC2)nn1	5.8µM*	-6%	13%
C/C(=N\NC(=O)CN(c1ccc(Oc2ccccc2)cc1)S(C)(=O)=O)C(C)(C)C	-16%	-4%	?
COc1ccc(-c2noc(C(C)NS(=O)(=O)c3ccc(NC(C)=O)cc3)n2)cc1 (stereo unspecified)	?	-1%	10%
N#CC1=C(N)OC2=C(C(=O)CCC2)C1C1C=CCCC1 (stereo unspecified)	-16%	10%	0%
COc1ccc(NC(=O)CSC2=C(C#N)C(c3ccco3)C(C(=O)Nc3nc4ccccc4s3)=C(C)N2)cc1 (stereo unspecified)	?	·	-21%
CCOc1ccccc1NC(=O)Cn1nnc(C(=O)NCc2ccc3c(c2)OCO3)c1N	4.1µM*	-4%	0%
N#Cc1ccccc1NC(=S)NC(=O)c1cccnc1	8%	-7%	-3%
Cc1nc2cc(C(=O)NC3CCCCCC3)ccc2n1-c1ccc(Br)cc1	?	-7%	-26%
Cc1ccc(-c2nnc(NC(=O)Cc3ccc(F)cc3)o2)c(C)c1	10µM*	-4%	-3%
CS(=O)(=O)N(CC(=O)NC1CCCCC1)c1cccc(Cl)c1	-14%	-2%	2%
COc1ccc2[nH]c(C(=O)O)c(CCNC(=O)/C=C/c3ccc(O)c(OC)c3)c2c1	-14%	-4%	-17%
CN(C)C(CNC(=O)c1cccc(NS(=O)(=O)c2ccc(Br)cc2)c1)c1ccco1 (stereo unspecified)	?	-2%	3%
O=C(CN1CCN(Cc2ccccc2)CC1)N/N=C/C=C/c1ccccc1[N+](=O)[O-]	-19%	-1%	15%
COc1ccc(NC(=O)c2sc3nc(N4CCOCC4)c4c(c3c2N)CCCC4)c(OC)c1	-4%	-1%	-8%

For reference, 3 of the compounds above.
SMILES	TDP1 cell CPT	KAT2A inh	FEN1 inh
CN(C)C(CNC(=O)c1cccc(NS(=O)(=O)c2ccc(Br)cc2)c1)c1ccco1 (stereo unspecified)	?	-2%	3%
O=C(CN1CCN(Cc2ccccc2)CC1)N/N=C/C=C/c1ccccc1[N+](=O)[O-]	-19%	-1%	15%
COc1ccc(NC(=O)c2sc3nc(N4CCOCC4)c4c(c3c2N)CCCC4)c(OC)c1	-4%	-1%	-8%

An excerpt; the hit share may differ from the screen's.
